From PubChem
Ba/F3 V617F tox = reduce viability of Ba/F3 cells dependent on JAK2V617F; inhibition, % at 5.6 µM; Ba/F3 EpoR-JAK2V617F viability, ATP luminescence; AID 1446; 220,000 tested, 1.1% active;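 active means inhibition above the campaign mean plus 3 SD over all tested compounds, cut at about 24% in these data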;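 further: cytokine-independent growth of Ba/F3 cells driven by EpoR plus mutant JAK2; 0% = DMSO-treated cells and 100% = JAK inhibitor I control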
TRPML3 agonist = activates the human TRPML3 channel | Q8TDD5 | 220,000 tested, 0.29% active | AID 1448 | HEK293 TRPML3-YFP, Fluo-8 calcium fluorescence; 100% = the carbachol control signal | activation, % at 3 µM;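 active means activation above its plate's cutoff, the mean activation of the plate's test wells plus 3 SD, cut at about 12% in these data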;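 further: 0% = DMSO only wells and 100% = carbachol wells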
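system = HEK293 cells stably carrying human TRPML3-YFP | doses = one concentration, 3 µM nominal, 0.3% DMSO | timing = dye loading 1 h 37 °C then 30 min ambient, 125 s read | detection = Fluo-8 calcium dye fluorescence, ex 470-495, em 515-575 nm | benchmarks = high control carbachol 87 µM, low control DMSO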
Wee1 stabilizer = human Wee1 degradation inhibition, primary screen; 220,000 tested, 1.2% active; HeLa Luc-Wee1K328M stability, luciferase luminescence; 100% = proteasome inhibitor MG132 effect; reporter increase, % at 5 µM; P30291;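 active means activation above the mean of all tested compounds plus 3 SD, set per screening run, cut at about 8.8% in these data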;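 further: cells exposed to compound for 20 h before luminescence read; 0% = DMSO alone and 100% = MG132 at 30 µM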
Target sequence (P30291 whole entry K328M): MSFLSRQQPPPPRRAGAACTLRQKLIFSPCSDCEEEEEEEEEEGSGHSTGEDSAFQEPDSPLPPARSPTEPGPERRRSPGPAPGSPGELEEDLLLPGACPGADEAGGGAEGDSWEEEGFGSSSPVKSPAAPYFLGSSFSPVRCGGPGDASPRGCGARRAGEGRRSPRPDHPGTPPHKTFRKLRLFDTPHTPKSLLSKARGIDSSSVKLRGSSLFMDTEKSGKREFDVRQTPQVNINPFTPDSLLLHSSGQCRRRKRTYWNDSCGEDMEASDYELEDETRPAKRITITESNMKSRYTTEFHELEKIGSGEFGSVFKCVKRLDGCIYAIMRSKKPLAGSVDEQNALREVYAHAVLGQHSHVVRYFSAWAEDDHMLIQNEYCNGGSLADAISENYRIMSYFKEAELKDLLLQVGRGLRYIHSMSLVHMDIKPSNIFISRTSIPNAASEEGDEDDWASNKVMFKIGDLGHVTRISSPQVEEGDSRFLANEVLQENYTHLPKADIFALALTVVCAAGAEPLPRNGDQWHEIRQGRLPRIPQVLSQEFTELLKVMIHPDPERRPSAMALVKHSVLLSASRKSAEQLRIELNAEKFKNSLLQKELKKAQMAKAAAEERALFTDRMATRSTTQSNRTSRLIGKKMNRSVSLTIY
TNF death inh = inhibitors of TNF-alpha induced necroptosis in Jurkat FADD-/- cells; Jurkat FADD-/- TNF necroptosis rescue, ATP luminescence, 24 h; 0 = TNF only, 100 = no-TNF cells; activation (protection from cell death), % at 10 µM; 220,000 tested, 0.068% active; AID 463075;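 active means activation, meaning protection from cell death, of at least 50% relative to plate controls; inactive means activation below 50%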;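 further: necroptosis triggered by 40 ng/mL TNF-alpha added together with compound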
zfTRPN1 agonist = activates the zebrafish TRPN1 channel | activation, % at 3 µM | HEK293 zebrafish TRPN1-YFP, Fluo-8 calcium fluorescence; 100% = response to 87 µM carbachol | 220,000 tested, 0.18% active;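 active means activation above its plate's cutoff, the mean activation of test wells on that plate plus 3 SD, cut at about 19% in these data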;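 further: 0% = DMSO alone and 100% = 87 µM carbachol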
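System: zebrafish TRPN1-YFP in HEK293 cells / Dosing: 3 µM single point / Timing: dye loading 1 h at 37 °C, then 30 min room temperature / Signal: Fluo-8 calcium fluorescence, excitation 470-495 nm, emission 515-575 nm / Read-out basis: percent activation from peak over basal fluorescence ratio, control-normalized / Control set: high carbachol 87 µM, low DMSO alone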
RBBP9 inh = inhibitors of human serine hydrolase RBBP9; recombinant RBBP9, FP-Rh probe fluorescence polarization; inhibition, % at 7.94 µM; 220,000 tested, 0.2% active;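 active means inhibition above the campaign mean of all tested compounds plus 3 SD, cut at about 14% in these data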;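 further: plate controls were DMSO wells with RBBP9 for no effect and wells lacking RBBP9 protein for full effect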
Target sequence (O75884 whole entry, looked up): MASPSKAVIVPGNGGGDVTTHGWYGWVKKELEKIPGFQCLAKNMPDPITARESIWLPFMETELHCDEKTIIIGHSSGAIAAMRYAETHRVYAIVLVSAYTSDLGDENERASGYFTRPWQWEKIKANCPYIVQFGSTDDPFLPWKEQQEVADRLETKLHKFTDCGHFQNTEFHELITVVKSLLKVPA
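Measured by – fluorescence polarization · Test system – RBBP9 protein · Input – 2.5 µM RBBP9 dispensing solution, before mixing · Measure – percent inhibition from mP, scaled between DMSO and no-protein wells · Benchmarks – DMSO-treated enzyme wells and wells lacking RBBP9 · Times – preincubation 30 min plus labeling 45 min at 25 °C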
CHOP inh = CHOP inhibition in unfolded protein response | AID 2732 | 220,000 tested, 3.8% active | inhibition, % at 10 µM | CHO-K1 CHOP-promoter luciferase, tunicamycin-induced, 15-18 h;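 active means compounds that reduced the stress-induced luciferase reporter signal by more than about 70% of percent inhibition, limit read from the data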;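 further: 0% = tunicamycin plus vehicle and 100% = wells without tunicamycin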
BaF3 tox = reduces parental Ba/F3 cell viability, JAK2V617F counter-screen | CellTiter-Glo ATP luminescence | inhibition, % at 5.6 µM | 220,000 tested, 1.1% active | AID 1486;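 active means inhibition above a per-campaign cutoff, the mean inhibition of all tested compounds plus 3 SD, cut at about 27% in these data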;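 further: 0% = DMSO wells and 100% = JAK Inhibitor I control wells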
PPC-1+TRAIL kill = compounds killing PPC-1 cancer cells with TRAIL present (potentiator screen, no TRAIL-free arm) | PPC-1 cells + TRAIL, ATPLite viability luminescence | cell killing (% activity), % at 4 µM | 220,000 tested, 0.41% active | AID 1443;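 active means cell killing above 50% in the first pass at 4 µM, then a duplicate retest at 5 µM averaging 50% or more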;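 further: plate controls were cells with TRAIL plus DMSO for no effect and medium-only wells lacking cells for full effect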
The depositor's hits bear a star; nt = no result given.

SMILES	Ba/F3 V617F tox	TRPML3 agonist	Wee1 stabilizer	TNF death inh	zfTRPN1 agonist	RBBP9 inh	CHOP inh	BaF3 tox	PPC-1+TRAIL kill
Cc1ccc2cc(CN(CC3CCCO3)C(=S)Nc3ccccc3)c(=O)[nH]c2c1 (configuration not stated)	1.0	0.3	2.8	-2.4	0.9	-5.0	-2.0	8.4	-13.9
CCCc1cc(=O)oc2cc(OCC(=O)NCc3cccs3)ccc12	0.1	0.2	-0.9	1.1	0.3	-1.1	27.6	0.2	-3.0
COCCN(C(=O)Cn1nnc2ccccc21)C(C(=O)NC1CCCC1)c1ccc(OC)cc1OC (configuration not stated)	-5.5	0.1	-0.7	-1.1	0.3	5.9	-5.4	2.6	-9.7
CC1CCCCC1NC(=O)/C(C#N)=C/c1ccc2c(c1)OCCO2 (configuration not stated)	-3.2	0.2	0.3	1.5	-0.4	-3.7	-43.6	4.6	-10.4
CCC(CC)c1nnc(NC(=O)c2ccc3ccccc3n2)s1	-2.6	-0.2	2.3	-0.6	-0.6	7.9	-44.3	3.8	1.1
COc1ccc(Cl)cc1S(=O)(=O)N1CCN(C(=O)c2ccco2)CC1	-3.6	0.6	5.7	0.1	-1.7	0.8	4.9	-1.0	15.3
CCOC(=O)c1c(C)oc(/N=C/c2ccccc2O)c1C#N	-0.9	0.7	-2.4	-1.7	-0.9	-3.1	59.5	2.1	-5.3
Cc1ccccc1C(=O)c1cccn1CC(=O)NCc1ccco1	4.4	-1.4	-1.4	-1.3	0.0	-3.0	-2.9	5.3	9.6
C=CCNC(=O)c1onc(CSc2ccc(F)c(F)c2)c1C(=O)O	-0.7	-0.4	-2.5	-1.6	-0.2	11.6	4.0	0.1	5.4
CC(SC(=S)N1CCOCC1)C(=O)O (configuration not stated)	-1.8	1.0	-2.6	1.0	-0.5	-2.9	8.0	4.0	6.0
COc1cccc(NC(=O)c2nc3ncccn3n2)c1	0.7	-0.2	-1.8	-2.0	-0.6	-4.6	11.0	7.2	25.4
O=C(CSc1nnc(-c2cc(-c3cccs3)nc3ccccc23)o1)NC1CCCCC1	-1.9	-0.1	-1.0	0.9	-0.3	-2.8	23.3	4.3	6.3
COc1cccc(-c2nnc3n2N=C(C(C)(C)C)CS3)c1	6.5	-0.4	0.1	12.9	-0.1	-6.8	74.8*	-3.8	20.0
COC(=O)c1ccc(Oc2coc3cc(OCc4cnn(-c5ccccc5)c4)ccc3c2=O)cc1	2.0	-0.1	-2.2	-1.9	1.1	-15.3	0.1	4.9	17.0
OC(CNC1Cc2ccccc2C1)COc1ccc(F)cc1 (configuration not stated)	-3.5	-0.2	-1.8	2.7	-0.7	15.3*	-26.4	-1.2	14.0
COc1ccc(CCNC(=O)c2cc3c(=O)n(C)c4ccccc4c3n2C)cc1OC	5.2	-0.6	2.1	-10.5	1.3	-14.2	-12.6	4.4	4.6
Cc1cc(C)nc(SCc2nc(N)nc(-c3ccccc3O)n2)n1	-1.9	-0.5	4.0	-1.7	-0.2	-2.1	21.9	7.5	-3.5
COc1ccc(OC)c(S(=O)(=O)Nc2ccc3oc4c(c3c2)C(=O)CCC4)c1	-2.6	0.0	-2.8	-1.8	-0.8	-5.2	3.3	3.9	5.9
CC(C)c1ccc(C(=O)CSc2ncn[nH]2)cc1	3.5	0.6	-2.5	-3.3	-1.3	-5.6	19.1	3.1	2.0
CC(OC(=O)c1cccs1)C(=O)Nc1nc(-c2ccccc2)cs1 (configuration not stated)	7.1	-0.7	3.3	2.7	-0.7	-5.9	9.8	12.1	16.1
CCOC(=O)N1CCN(Cc2nc(-c3ccc(OC)cc3)no2)CC1	0.5	0.8	0.4	-0.8	2.2	-13.3	nt	4.7	nt
CC(=O)Oc1ccc(C(=O)Nc2cccc(-c3nnc(-c4ccco4)o3)c2)cc1	3.2	3.2	1.1	-7.5	4.0	-7.8	27.7	1.9	9.5
COc1cccc(OCC(=O)NNC(=O)CCc2ccccc2)c1	-3.6	0.1	-3.0	1.8	-1.3	2.9	11.8	2.4	23.4
Cc1ccc2nsnc2c1S(=O)(=O)N1CCCC1C(=O)O (configuration not stated)	-4.5	0.4	2.8	0.9	-0.1	-4.6	-25.9	-1.6	13.9
O=C(/C=C/c1cccc([N+](=O)[O-])c1)N1CCN(S(=O)(=O)c2cccs2)CC1	5.7	0.0	-2.0	2.5	0.2	6.3	-2.3	6.3	8.1
Cc1cccc(C)c1NC1=NC(=S)N(c2ccccc2)C12CCOC(C)(C)C2 (configuration not stated)	-1.3	0.5	1.6	-1.0	-0.5	2.5	-17.3	5.4	6.7
COC(=O)/C(=C\C(=O)c1ccccc1)Nc1cccc(C(F)(F)F)c1	-1.8	0.3	-2.5	-1.5	-1.0	-7.8	21.9	6.1	14.9
COc1cc(C(=O)Nc2sc3c(c2C#N)CCN(C(C)=O)C3)cc(OC)c1OC	-1.9	-0.1	3.1	-3.1	-0.3	-3.7	2.1	1.1	-0.6
CCCn1c(=O)[nH]c(=O)c2c1nc(-c1ccccc1)n2CCN1CCOCC1	-5.1	0.2	6.9	0.4	-0.5	7.7	0.2	3.9	3.3
Cc1oc(-c2ccccc2Cl)[n+]([O-])c1C	-0.3	0.4	1.5	-0.7	0.3	1.3	27.5	3.3	7.8

Fetched one by one from the entries so far:
SMILES	Ba/F3 V617F tox	TRPML3 agonist	Wee1 stabilizer	TNF death inh	zfTRPN1 agonist	RBBP9 inh	CHOP inh	BaF3 tox	PPC-1+TRAIL kill
Cc1oc(-c2ccccc2Cl)[n+]([O-])c1C	-0.3	0.4	1.5	-0.7	0.3	1.3	27.5	3.3	7.8
Cc1cccc(C)c1NC1=NC(=S)N(c2ccccc2)C12CCOC(C)(C)C2 (configuration not stated)	-1.3	0.5	1.6	-1.0	-0.5	2.5	-17.3	5.4	6.7
Cc1ccc2nsnc2c1S(=O)(=O)N1CCCC1C(=O)O (configuration not stated)	-4.5	0.4	2.8	0.9	-0.1	-4.6	-25.9	-1.6	13.9
CC1CCCCC1NC(=O)/C(C#N)=C/c1ccc2c(c1)OCCO2 (configuration not stated)	-3.2	0.2	0.3	1.5	-0.4	-3.7	-43.6	4.6	-10.4

More entries
SMILES	Ba/F3 V617F tox	TRPML3 agonist	Wee1 stabilizer	TNF death inh	zfTRPN1 agonist	RBBP9 inh	CHOP inh	BaF3 tox	PPC-1+TRAIL kill
CC(=O)c1c(C)oc2ccc(N(C(=O)c3ccncc3)S(=O)(=O)c3ccccc3)cc12	4.9	-0.1	0.9	0.0	-0.5	-8.8	53.7	7.1	12.3
S=C1NCN(Cc2ccco2)CN1CCc1ccccc1	-2.2	0.6	2.7	1.1	0.8	-2.4	-4.1	2.7	8.0
COc1ccc(/C=C/C(=O)OCC(=O)Nc2cccc(Oc3ccccc3)c2)c(OC)c1	2.1	1.3	6.1	8.1	3.8	-10.8	22.7	7.8	23.2
O=C(O)c1ccccc1NCc1ccncc1	-2.1	0.4	0.1	-0.4	-0.2	-3.6	-8.7	4.5	11.6
CCC(C)c1ccc(C2C3=C(Nc4nc(N)[nH]c(=O)c42)c2ccccc2C3=O)cc1 (configuration not stated)	-2.3	1.2	0.9	5.0	0.9	10.4	-6.0	8.8	1.9
O=C(Nc1nnc(/C=C/c2ccccc2)s1)c1ccco1	-0.2	0.8	1.8	1.8	1.1	-6.6	-8.7	3.6	8.8
O=C(NCCN1CCOCC1)C(=O)NCC1OCCN1C(=O)c1ccc(Cl)cc1 (configuration not stated)	4.2	0.3	-2.2	0.1	-1.7	-2.0	0.7	7.7	-14.0
O=C(CC1SCCNC1=O)Nc1cccc([N+](=O)[O-])c1 (configuration not stated)	-0.1	1.3	2.4	0.4	0.8	-11.2	1.3	-0.3	-15.2
Cc1c(NS(=O)(=O)c2ccc(N3CCCCC3)c([N+](=O)[O-])c2)c(=O)n(-c2ccccc2)n1C	-5.3	0.4	1.2	1.0	-1.0	-1.3	5.1	4.3	14.2
CC(=O)c1cccc(NC(=O)Nc2ccc(C(=O)N3CCOCC3)cc2)c1	0.3	0.3	2.7	0.3	-0.2	-9.6	5.4	2.0	8.7
Cc1ccc(CNC(=O)Cc2ccc(-n3cccc3)cc2)cc1	4.3	1.1	-0.9	-6.2	0.9	-3.1	-12.1	7.6	44.6
Cc1oc(-c2ccccc2Cl)nc1CN1CCCCC1CO (configuration not stated)	-4.1	0.1	-1.8	1.4	0.2	-0.5	-7.8	3.0	6.0
CCn1c(=O)cc(OCC(=O)O)c2ccccc21	-4.2	0.9	-2.1	1.3	0.7	2.1	-9.5	3.6	0.9
Cc1ccc(N2C(=O)c3n[nH]c(C)c3C2c2ccccn2)cc1 (configuration not stated)	-5.8	-0.2	-0.4	-0.3	-0.3	1.2	-10.4	-0.1	6.2
CS(=O)(=O)N(Cc1ccco1)CC(O)Cn1c2ccccc2c2ccccc21 (configuration not stated)	1.1	-0.3	-1.6	-2.0	0.7	-5.5	-5.2	2.9	13.1
CCNc1nc(NCC)n2c(SCc3nc4ccccc4c(=O)[nH]3)nnc2n1	0.8	-0.1	-1.8	-1.0	0.9	-7.7	32.5	5.2	18.0

Part of the list above, with two lines to a compound.
Below each compound: Ba/F3 V617F tox	TRPML3 agonist	Wee1 stabilizer	TNF death inh	zfTRPN1 agonist	RBBP9 inh	CHOP inh	BaF3 tox	PPC-1+TRAIL kill
CCCn1c(=O)[nH]c(=O)c2c1nc(-c1ccccc1)n2CCN1CCOCC1
    -5.1	0.2	6.9	0.4	-0.5	7.7	0.2	3.9	3.3
Cc1oc(-c2ccccc2Cl)[n+]([O-])c1C
    -0.3	0.4	1.5	-0.7	0.3	1.3	27.5	3.3	7.8
CC(=O)c1c(C)oc2ccc(N(C(=O)c3ccncc3)S(=O)(=O)c3ccccc3)cc12
    4.9	-0.1	0.9	0.0	-0.5	-8.8	53.7	7.1	12.3
S=C1NCN(Cc2ccco2)CN1CCc1ccccc1
    -2.2	0.6	2.7	1.1	0.8	-2.4	-4.1	2.7	8.0
COc1ccc(/C=C/C(=O)OCC(=O)Nc2cccc(Oc3ccccc3)c2)c(OC)c1
    2.1	1.3	6.1	8.1	3.8	-10.8	22.7	7.8	23.2
